hcDAF-12 act – activators of H. contortus DAF-12 nuclear receptor. HEK293 hcDAF-12 lit1-tk-luc reporter, luminescence; 0% DMSO, 100% Δ7-dafachronic acid. activation, % at 6.8 µM. 370,000 tested, 1.4% active. AID 652067;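 active = activation above the mean of all tested compounds plus 3 SD, cut at about 5.5% in these data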;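 also: 100% = response to 3 µM Δ7-dafachronic acid high control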
sPLA2-III inh – Inhibits HGIII-sPLA2 liposome hydrolysis, primary screen; 370,000 tested, 0.56% active; Q9NZ20; inhibition, % at 12.2 µM; QFRET BODIPY PC-A2 liposome hydrolysis, fluorescence;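 active = inhibition above mean plus 3 SD of compounds lying within the high and low control bounds, cut at about 19% in these data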;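 also: 0% = median of test compound wells and 100% = no enzyme DMSO wells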
Target sequence (Q9NZ20 whole entry, looked up): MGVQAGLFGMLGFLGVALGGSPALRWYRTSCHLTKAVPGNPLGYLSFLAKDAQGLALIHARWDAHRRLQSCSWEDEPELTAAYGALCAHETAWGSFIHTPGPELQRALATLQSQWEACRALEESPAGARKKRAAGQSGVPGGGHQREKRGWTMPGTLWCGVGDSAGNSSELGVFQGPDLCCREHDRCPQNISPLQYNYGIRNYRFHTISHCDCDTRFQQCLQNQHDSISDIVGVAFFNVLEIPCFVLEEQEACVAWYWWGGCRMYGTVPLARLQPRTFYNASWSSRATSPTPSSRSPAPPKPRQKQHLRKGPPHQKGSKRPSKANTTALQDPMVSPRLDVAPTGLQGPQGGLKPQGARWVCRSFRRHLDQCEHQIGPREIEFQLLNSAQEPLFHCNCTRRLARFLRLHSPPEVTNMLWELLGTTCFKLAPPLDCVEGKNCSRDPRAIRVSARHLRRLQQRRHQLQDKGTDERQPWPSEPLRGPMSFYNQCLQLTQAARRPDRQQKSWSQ
SMARCA2 act – SMARCA2 function activation, primary screen; MG213 cells, MMTV-luciferase reporter, dexamethasone, overnight; activation, % at 9.1 µM; 370,000 tested, 1% active; AID 652017; in the data active = activation above about 7.8%;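 also: 0% = vehicle wells and 100% = reference activator wells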
GAA850 FXN act – frataxin GAA850 promoter activation; HEK293 lucGAA850 FXN promoter luciferase reporter, 24 h; percent of 10 µM SAHA response; activation, % at 6 µM; 360,000 tested, 0.56% active;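 active = activation above the average of all compounds screened plus 3 SD, cutoff fixed separately per campaign, cut at about 7.5% in these data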;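 also: 0% = DMSO wells and 100% = 10 µM SAHA wells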
DAX1 inh-1 – inhibitors of human orphan nuclear receptor DAX1 (NR0B1); HEK293 Gal4-DAX1 luciferase reporter, luminescence; inhibition, % at 6.75 µM; AID 504766; P51843; 340,000 tested, 0.99% active;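 active = inhibition above the mean over all tested compounds plus 3 SD, cut at about 4.2% in these data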;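 also: 0% = DAX1-transfected cells with DMSO and 100% = empty-vector control cells with DMSO; inhibition shows as a rise in luminescence from relieved DAX1 repression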
Target sequence (P51843 207-470 limits assumed): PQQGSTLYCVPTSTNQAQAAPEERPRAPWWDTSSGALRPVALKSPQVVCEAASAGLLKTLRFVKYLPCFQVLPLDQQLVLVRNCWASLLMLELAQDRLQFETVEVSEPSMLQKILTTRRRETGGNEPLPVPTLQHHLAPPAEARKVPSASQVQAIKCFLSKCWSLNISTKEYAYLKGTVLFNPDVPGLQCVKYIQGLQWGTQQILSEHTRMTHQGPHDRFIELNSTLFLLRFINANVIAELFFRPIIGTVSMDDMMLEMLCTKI
ssDAF-12 act – activators of S. stercoralis DAF-12 nuclear receptor. 370,000 tested, 1% active. HEK293 ssDAF-12/GRIP1 lit1-tk-luc reporter, luminescence; % of 3 µM dafachronic acid response. activation, % at 6.8 µM;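 active = activation above the mean over all tested compounds plus 3 SD, cut at about 0.9% in these data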;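 also: 0% = DMSO-only wells and 100% = 3 µM delta7-dafachronic acid wells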
GC-B act – GC-B (human) receptor activation; P20594; HEK293-GC-B cells, CNP EC30, cGMP TR-FRET; 0% at EC30 CNP, 100% saturating CNP; activation, % at 10 µM; 370,000 tested, 0.11% active;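 active = activation at 10 µM reaching about 35% in either raw or pattern-adjusted values, limit read from the data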
DAX1 inh-2 – inhibitors of DAX1 repression of SF-1 activated StAR promoter | HEK293T StAR-luciferase reporter, SF-1/DAX-1 repression relief | inhibition, % at 6.8 µM | 370,000 tested, 1.1% active | AID 652010;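 active = inhibition above the mean over all tested compounds plus 3 SD, cut at about 3.6% in these data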;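 also: 0% = DAX-1 cells with DMSO and 100% = cells lacking DAX-1 with DMSO; higher inhibition means more luminescence from relief of DAX-1 repression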
KLK7 zymogen act – activators of human kallikrein-7 zymogen; P49862; purified proKLK7, EDANS-DABCYL substrate fluorescence; 100% is mature enzyme control, 0% vehicle; activation, % at 7 µM; 370,000 tested, 0.9% active;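 active = activation above the mean of all tested compounds plus 3 SD, computed per campaign excluding outliers beyond control limits, cut at about 13% in these data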
Target sequence (P49862 whole entry, looked up): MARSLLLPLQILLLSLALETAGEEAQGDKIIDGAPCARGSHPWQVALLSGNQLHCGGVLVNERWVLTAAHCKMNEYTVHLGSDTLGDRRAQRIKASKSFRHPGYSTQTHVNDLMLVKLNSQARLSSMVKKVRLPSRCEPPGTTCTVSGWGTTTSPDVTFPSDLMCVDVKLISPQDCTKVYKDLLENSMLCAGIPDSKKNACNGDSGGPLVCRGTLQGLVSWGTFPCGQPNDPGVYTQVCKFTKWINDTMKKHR
hgDAF-12 ag – agonists of H. glycines DAF-12 nuclear receptor; HEK293 GAL4-hgDAF12 UAS-luciferase reporter, agonist luminescence; normalized to butyrate control; 370,000 tested, 1.8% active; activation, % at 6.8 µM;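 active = activation above a cutoff set at the mean of all screened compounds plus 3 SD, cut at about 10% in these data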;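 also: 0% = DMSO wells and 100% = sodium butyrate wells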
GC-A act – GC-A (human) enzyme activation; P16066; HEK293 GC-A cells, cGMP TR-FRET, EC30 ANP; 0% at EC30 ANP, 100% saturating ANP; activation, % at 10 µM; 370,000 tested, 0.14% active; AID 1671463; in the data active = activation above about 40%
Starred values were filed as active, the others as inactive; / = no result given; & = joins results of further samples.

SMILES	hcDAF-12 act	sPLA2-III inh	SMARCA2 act	GAA850 FXN act	DAX1 inh-1	ssDAF-12 act	GC-B act	DAX1 inh-2	KLK7 zymogen act	hgDAF-12 ag	GC-A act
OCC[C@@H]1C[C@@H](O)[C@H](O)[C@]2(Cc3ccccc3CCO2)O1	-0.1	2	1	2.2	0.9	-1.3	8	-0.3	0.5	0.0	1
CC(C)(C)OC(=O)NCCCCCNC(=O)c1nc[nH]c1C(=O)NCc1ccccc1	-2.5	-9	-1	-0.5	-0.2	-1.4	4	-0.6	0.6	-2.3	-2
CN(C(=O)c1ccccc1C(=O)OCC(=O)Nc1ccc(OC(F)F)cc1)c1ccccc1	-2.1	-7	-2	-0.4	-0.5	-0.5	-4	-1.1	0.1	-1.7	1
O=C(Nc1c(-c2ccccc2)nc2ccccn12)c1ccco1	-1.3	-2	0	-2.3	1.1	-1.6	0	0.0	0.7	-2.3	1
CC(=O)c1cccc(NC(=O)CCCSc2ccccc2)c1	-0.9	-3	0	1.6	0.9	-0.7	2	-0.1	0.7	0.7	3
CCCN1CCN(S(=O)(=O)c2ccc(OC)c(Br)c2)CC1	-1.4	-2	-1	-1.9	0.0	-1.3	1	1.4	0.4	-0.8	1
COc1ccccc1NC(=S)NCCN1CCOCC1	-0.3	1	-1	1.0	-0.5	-1.6	7	-0.3	0.1	-2.2	1
COc1ccc(-c2sc3ccc(N4CCOCC4)cc3c2C#CC2(O)CCCCC2)cc1	-1.5	-23	1	0.0	-2.6	-1.8	-8	0.0	-28	0.8	0
COc1ccccc1CN(C)C(=O)c1cc2ccccc2o1	0.5	-2	0	0.9	0.1	-0.8	-2	-0.3	-0.1	-0.3	0
COc1ccc(C(=O)N2CC=C(c3ccccc3)CC2)cc1S(=O)(=O)N1CCOCC1	-1.0	-3	0	0.7	0.5	-0.7	8	-0.8	0.3	2.1	3
O=C(CSc1ncnc2nc[nH]c12)c1ccccc1	-0.7	-27	4	4.3	2.2	-1.1	0	2.7	0.6	8.9	5
CSC1=NC2(C[C@H]2c2ccccc2)C(=O)N1C (stereo partly specified)	2.1	4	0	-0.1	-0.4	-1.1	-3	-0.1	-0.2	-1.1	-3
COc1ccc(NC(=O)c2ccc(CNc3c(NC4CCCCC4)c(=O)c3=O)cc2)c(OC)c1	1.0&-4.8	1&1	2&4	1.5&-0.6	2.0&-0.1	-1.1&-1.9	0&-10	0.3&-0.2	-0.2&0.8	-1.4&-0.1	2&12
CC1SCC(=O)N(CC(=O)NCc2ccccc2)C1=O (stereo unspecified)	2.4	3	1	1.3	0.4	-0.7	5	-0.5	-0.3	0.0	2
Cc1ccc(SCC(=O)OCC(=O)NCc2cccs2)cc1	0.2	-2	2	0.6	0.4	-0.8	1	0.1	-0.3	1.2	0
COc1ccccc1NC(=O)CN(c1ccc([N+](=O)[O-])cc1)S(=O)(=O)c1ccccc1	0.0	-4	3	1.1	-0.9	0.2	1	-0.5	-0.2	-1.6	3
Cc1nc(NC(=O)c2ccccc2)sc1C1(C)CC(c2c(Cl)cccc2Cl)=NO1 (stereo unspecified)	-2.0	3	-2	-0.4	-0.5	-1.2	1	-0.7	-3.5	-4.0	-2
COc1cc2c(c(OC)c1OC)-c1ccc(SC)c(=O)cc1C(NC(=O)c1ccccc1)CC2 (stereo unspecified)	-1.6	3	2	1.0	-1.3	-0.5	-1	3.7*	0.2	-1.2	-1
COc1cccc(-c2nc(CSCC(=O)NCC3CCCO3)c(C)o2)c1 (stereo unspecified)	-1.2	4	-3	0.2	-0.5	-1.2	-7	-0.7	1.2	-4.0	-7
COc1ccc(C(=O)n2nc(C)c(Br)c2C)cc1	-1.0	4	-2	0.8	0.6	-0.8	-5	0.2	0.1	-1.7	-3
COc1ccc(S(=O)(=O)N2CCC(C(=O)N3CCCCC3)CC2)cc1OC	-0.4	3	-3	-0.5	0.2	-0.3	5	-0.7	-0.2	0.1	-2
CCc1cccc(CC)c1NC(=O)COC(=O)c1cccc(-c2ccc(OC(C)=O)cc2)c1	-1.3	2	0	2.5	0.3	-0.8	-3	-0.1	-0.4	-0.5	0
O=C1c2cccc([N+](=O)[O-])c2C(=O)N1CCO	0.3	15	-2	0.4	0.0	-1.1	3	0.0	0.0	1.3	0
CCCCCOC(=O)C1[C@H]2C(=O)N(c3ccccc3CC)C[C@]23C=C[C@H]1O3 (stereo partly specified)	-0.4	-3	2	0.6	-0.2	-0.9	2	-0.1	0.2	1.2	1
Cc1cc2ccccc2cc1C(=O)c1ccccc1	1.8	4	0	2.8	0.0	-0.2	-3	-0.1	-0.5	8.6	-1
CCOc1ccc(C(=O)CCC(=O)N2CCC(C(=O)OC)CC2)cc1	-1.2	-3	-3	-0.5	1.1	-0.9	6	-0.1	0.0	1.2	5
O=C(Cc1ccccc1)Nc1ccccc1C(=O)O	0.2	0	-1	-1.0	2.9	-0.8	3	-0.3	-0.3	2.0	1
COc1ccccc1NC(=O)Nc1nc(CC(=O)NCc2ccccn2)cs1	-1.2	1	-3	-1.1	1.5	-1.0	-2	-2.0	0.3	-0.2	-1
O=C(CN1CCN(S(=O)(=O)c2ccccc2)CC1)NC1CC1	-0.3	0	4	-0.6	1.7	0.2	-2	-0.4	0.0	2.7	1
Fc1ccc(-[n+]2nc(Nc3ccccc3)sc2-c2ccc(OCc3ccccc3)cc2)cc1	2.8	-2	-1	1.0	-0.7	-0.3	-7	-0.3	0.0	3.5	-3

Some of these compounds in order of molecular weight, smallest number first.
SMILES	hcDAF-12 act	sPLA2-III inh	SMARCA2 act	GAA850 FXN act	DAX1 inh-1	ssDAF-12 act	GC-B act	DAX1 inh-2	KLK7 zymogen act	hgDAF-12 ag	GC-A act
COc1cccc(-c2nc(CSCC(=O)NCC3CCCO3)c(C)o2)c1 (stereo unspecified)	-1.2	4	-3	0.2	-0.5	-1.2	-7	-0.7	1.2	-4.0	-7
COc1ccccc1NC(=O)Nc1nc(CC(=O)NCc2ccccn2)cs1	-1.2	1	-3	-1.1	1.5	-1.0	-2	-2.0	0.3	-0.2	-1
Cc1nc(NC(=O)c2ccccc2)sc1C1(C)CC(c2c(Cl)cccc2Cl)=NO1 (stereo unspecified)	-2.0	3	-2	-0.4	-0.5	-1.2	1	-0.7	-3.5	-4.0	-2

New compounds follow.
SMILES	hcDAF-12 act	sPLA2-III inh	SMARCA2 act	GAA850 FXN act	DAX1 inh-1	ssDAF-12 act	GC-B act	DAX1 inh-2	KLK7 zymogen act	hgDAF-12 ag	GC-A act
COc1ccc(-c2cc(C(=O)NC3=NCCS3)c3ccccc3n2)cc1OC	0.7	-9	4	-1.6	-0.7	0.5	3	-0.6	1.8	-1.9	13
CC(=O)c1ccc(N2CCN(Cc3cc(=O)n4c(-c5ccccc5)csc4n3)CC2)cc1	-3.2	0	-4	-2.8	-0.8	-1.0	-2	-2.1	-0.8	-1.0	5
N/C(=N\OC(=O)c1ccccc1Br)c1ccc([N+](=O)[O-])cc1	6.1*	5	6	3.2	2.7	-0.4	0	0.9	0.4	3.6	3
Cc1ccsc1-c1nc(CSCC(=O)N2CCN(c3ccccc3)CC2)c(C)o1	-1.9	-8	3	-0.7	-0.3	-0.8	-4	0.0	0.4	-2.8	-4
Cc1cccc(OCCC(=O)Nc2c(C)n(C)n(-c3ccccc3)c2=O)c1	-2.2	4	-3	-3.2	-0.1	-0.8	-2	-0.4	0.3	-2.6	0
O=C(NC1CCCCCCC1)c1ccc(CNc2c(N3CCOCC3)c(=O)c2=O)cc1	1.6	-1	-1	0.9	2.2	-1.3	1	0.5	0.6	6.5	-2
Cc1ccc(OCCn2cc(/C=C/C(=O)O)c3ccccc32)cc1	1.7	-59	3	-0.6	1.6	-0.6	-7	0.0	1.0	-0.4	7
Cc1ccc(-n2c(SCC(=O)Nc3ccc4c(c3)OCO4)nnc2-c2cccs2)cc1	-1.9	-1	0	4.1	-1.2	-1.6	0	-0.2	-1.1	-0.3	-3
COc1ccc(NC(=O)c2ccco2)cc1NC(=O)c1cccc(OC(C)C)c1	-1.8	0	-4	-0.1	-1.6	-1.2	1	-1.9	0.4	-2.4	3
CNC(=O)C(=O)Nc1ccc(C)cc1C	-0.1	5	-4	1.4	-1.3	-0.6	1	0.3	-0.2	-1.1	0
Cc1ccc(S(=O)(=O)CCN2CCC(O)(c3ccccc3)CC2)cc1	-1.2	4	0	0.3	2.9	-1.0	-6	-0.8	0.3	0.4	4
CC(=O)c1cc(Cl)ccc1OCC(=O)Nc1cccc(S(=O)(=O)N2CCCC2)c1	0.3	-13	0	2.9	0.7	-1.6	7	-2.1	0.4	-3.3	6
CC(=O)Nc1ccccc1C(=O)C(=O)Nc1ccc(F)c(Cl)c1	-0.6	1	8	3.4	2.3	-1.3	0	0.1	0.0	6.0	-3
CCOC(=O)c1cc(S(=O)(=O)NCC2CCN(Cc3cccc(C)c3)CC2)cn1C	-0.4	-22	-2	0.8	-0.8	-1.1	-8	-0.1	0.5	1.1	-5
Cc1ccsc1/C=N/N1CCN(c2ccccn2)CC1	-0.8	4	3	3.4	-1.2	-1.5	-1	-0.1	0.1	0.6	5
CCC(CC)NC(=O)c1cccc([N+](=O)[O-])c1C	0.2	13	-4	2.0	0.3	-1.1	-2	-0.5	-0.5	6.4	-1
COc1ccc2c(c1)[nH]c1c(=O)n(CCCn3ccnc3)cnc12	1.4	7	-1	-1.6	2.0	-0.2	6	0.0	0.6	-1.0	5
O=C(c1cc(-c2ccc(Cl)cc2)on1)N1CCOCC1	3.7	3	1	-0.5	0.8	0.0	2	4.0*	0.5	12*	2
CC(C)CNc1ncnc2c1ncn2[C@H]1CN(C2CCCC2)C[C@@H](CO)O1	-1.2	10	-5	-1.2	/	-1.5	-2	0.6	-0.3	0.6	0
COc1ccc(-c2cc(C(=O)Nc3ccc(OC)cc3OC)no2)cc1	0.5	19	0	0.8	0.0	0.2	-4	-0.1	0.2	2.7	5
NC(=O)C[C@@H]1N[C@]2(C(=O)Nc3ccccc32)[C@@H]2C(=O)N(c3cc(C(F)(F)F)ccc3Cl)C(=O)[C@H]12	1.9	-8	-2	3.5	0.9	0.7	-3	-0.1	0.2	4.9	4
Cc1ccc(-n2c(SCC(N)=O)nnc2-c2ccco2)cc1	-0.2	2	1	1.9	0.7	-1.7	-1	-0.5	0.7	-1.4	-5
COCCN1C(=O)N[C@@H](c2ccccc2)[C@H](C(=O)OC)[C@H]1C	-1.8	5	2	4.4	-0.6	-0.8	3	-0.4	0.9	1.1	4

Retrieved by structure from the list above:
SMILES	hcDAF-12 act	sPLA2-III inh	SMARCA2 act	GAA850 FXN act	DAX1 inh-1	ssDAF-12 act	GC-B act	DAX1 inh-2	KLK7 zymogen act	hgDAF-12 ag	GC-A act
COCCN1C(=O)N[C@@H](c2ccccc2)[C@H](C(=O)OC)[C@H]1C	-1.8	5	2	4.4	-0.6	-0.8	3	-0.4	0.9	1.1	4
CC(C)CNc1ncnc2c1ncn2[C@H]1CN(C2CCCC2)C[C@@H](CO)O1	-1.2	10	-5	-1.2	/	-1.5	-2	0.6	-0.3	0.6	0

High-throughput results deposited in PubChem BioAssay by several laboratories.
